Ins promoter up = MIN6 insulin promoter up-regulation | MIN6 insulin promoter-GFP reporter, high-content imaging; stronger effect = higher value | z-score at 5 µM | 0.3% of 190,000 active;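 active = z-score above 3 at 5 µM with at least 500 cells counted in the well; inconclusive = wells under 500 cells, flagged as cytotoxic or low count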
RSV CPE inhibition = inhibition of RSV-induced cytopathic effect – HEp-2 cells, primary 10 µM value included (AID 2391); HEp-2 cells, RSV-induced CPE inhibition; higher % means a stronger effect; CPE inhibition, % at 10 µM; hits with a dose series show IC50 in µM; 0.13% of 310,000 active; in the data active = a potency from the dose series; inconclusive = CPE inhibition mostly from about 23% at the one dose, without a potency; inactive = the rest, 99 in 100 with CPE inhibition below about 21%; note: strong numbers were not always called active
TNAP activators = stimulation of alkaline phosphatase TNAP activity – biochemical, luminescent, no phosphate acceptor, uHTS, primary screen (AID 1001) | purified TNAP, luminescent activation assay, no phosphate acceptor; higher activation fold means a stronger effect | 0.03% of 200,000 active | activation fold at 20 µM, or EC50 in µM where a hit was titrated; in the data active = activation fold from about 3, or a potency from the dose series; inactive = the rest, 99 in 100 with activation fold below about 1.6; note: many of its hits are not listed in these tables
Salmonella PhoP GFP = PhoP-dependent GFP reporter repression – Salmonella Typhimurium, primary screen (AID 1863) | S. Typhimurium PhoP-regulated promoter GFP reporter, 4 h; higher % means a stronger effect | inhibition, % at 50 µM, or IC50 in µM where a hit was titrated | 0.16% of 300,000 active;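 active = inhibition over 29.93%, a cutoff 3 SD above the screen mean, later confirmed by dose response; inconclusive = inhibition over 29.93% but no dose response follow-up; inactive = inhibition at most 29.93% or unconfirmed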;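 note: 0% = low Mg2+ inducing control and 100% = high Mg2+ repressing control; strong numbers were not always called active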
human PMI inhibition = MPI enzyme activity inhibition – biochemical, fluorescence intensity, coupled assay, primary screen (AID 1209). 0.42% of 190,000 active. one-dose inhibition, % at 20 µM; IC50 in µM for titrated hits. purified PMI enzyme, coupled fluorescence intensity; higher % means a stronger effect;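 note: plate controls were DMSO vehicle for no effect and wells lacking substrate for full effect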
West Nile antiviral = West Nile virus antiviral activity, cell-based, CPE readout (AID 1621); West Nile virus-infected cells, CPE inhibition; higher % means a stronger effect; CPE inhibition, % at 10 µM, or IC50 in µM where a hit was titrated; 0.02% of 290,000 active; in the data active = a potency from the dose series; inconclusive = CPE inhibition mostly from about 3.7% at the one dose, without a potency; inactive = the rest, 99 in 100 with CPE inhibition below about 2.2%; note: strong numbers were not always called active
human PMI inhibitors = MPI inhibition at elevated mannose 6-phosphate – biochemical, fluorescence intensity, high mannose 6-phosphate, primary screen (AID 1220); recombinant PMI enzyme, coupled fluorescence intensity; higher % means a stronger effect; inhibition, % at 20 µM; hits with a dose series show IC50 in µM; 0.66% of 190,000 active
Large T inhibition = SV40 large T antigen inhibitors, biochemical (AID 1903); inhibition, % at 20 µM; hits with a dose series show IC50 in µM; SV40 large T antigen ATPase/helicase inhibition assay; higher % means a stronger effect; 0.39% of 310,000 active; in the data active = a potency from the dose series; inconclusive = inhibition mostly from about 32% at the one dose, without a potency; inactive = the rest, 99 in 100 with inhibition below about 32%; note: strong numbers were not always called active
ER stress rescue = rescue of cells from ER stress-induced death, primary screen, 384-well, CSM14.1, thapsigargin, ATP luminescence (AID 1222); CSM14.1 thapsigargin-induced death rescue, ATP luminescence; higher % means a stronger effect; one-dose cellular ATP content (survival), % at 20 µM; EC50 in µM for titrated hits; 190,000 tested, under 10 active;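 active = EC50 below 50 µM in the dose-response confirmation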;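 note: death triggered by thapsigargin at about 15 µM added after 2 h compound pretreatment; cell ATP read after overnight thapsigargin exposure of roughly 18 to 22 hours; normalized against plate controls of thapsigargin alone and 5% DMSO vehicle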
Ins promoter up cell count = second read-out of Ins promoter up, no call of its own (marks repeat the call); cell count; measured here: cytotoxicity, nuclei count;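 total cells summed across four imaged fields per well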
Starred values were filed as active, the others as inactive; u = inconclusive; x = not tested or not shown. Cut-off read from the data, not from the text of the source, unless noted: active = inhibition above about 50%; inactive = the rest.

SMILES	Ins promoter up	Ins promoter up cell count	RSV CPE inhibition	TNAP activators	Salmonella PhoP GFP	human PMI inhibition	West Nile antiviral	human PMI inhibitors	Large T inhibition	ER stress rescue
Cc1ccc(N2C(=O)c3ccc(C(=O)N4CCN(c5ccc(C)c(C)c5)CC4)cc3C2=O)cc1	0.92	1523	0.3%	1.1	0%	7%	-0.8%	3%	2%	-1.1%
CS(=O)(=O)N(CC(=O)Nc1ccccc1)Cc1ccc(Cl)cc1	-0.24	969	-1.3%	1.1	-4%	6%	-0.2%	4%	10%	-0.7%
CCOc1ccccc1NC(=O)CCCNC(=O)Cn1cnc2sc(C)c(C)c2c1=O	x	x	-0.2%	x	3%	x	-0.7%	x	12%	x
O=C(Cc1sc(Nc2ccccc2)nc1-c1ccccc1)NCc1ccccc1	0.43	1331	41%	1.1	-6%	20%	-0.8%	10%	7%	8.9%
C[C@H](NC(=O)c1nc[nH]c1C(=O)N1CCc2ccccc2C1)C(=O)OC(C)(C)C	0.66	852	2.0%	x	2%	x	0.0%	x	21%	x
O=c1c2c3c(sc2nc2n1CCCC2)CCCCC3	0.41	831	7.5%	1.1	10%	13%	-0.3%	10%	4%	2.6%
COCCCn1c(SCC(=O)N2CC(=O)Nc3ccccc32)nnc1-c1ccoc1C	-0.02	1230	-0.2%	1.1	6%	-8%	0.1%	-4%	-3%	-0.8%
O=C(CNC(=S)N(Cc1ccccc1Cl)C1CCCC1)NCCN1CCOCC1	0.67	1123	-1.9%	1.5	4%	-5%	-0.8%	-13%	3%	x
COc1cc(NC(=O)c2ccccc2)c(OC)cc1NC(=O)CN1CCOCC1	-3	1100	2.6%	1.2	8%	-2%	1.2%	10%	-1%	1.8%
O=C(NC(=S)Nc1ccccn1)c1ccc(-c2ccccc2)cc1	x	x	15%	x	-4%	x	-0.8%	x	-2%	x
CCOc1ccc(C(CC(=O)O)n2cnnn2)cc1OC (centres undefined)	x	x	-2.7%	1.1	0%	-20%	-0.4%	-3%	10%	-1.9%
COc1ccccc1C1(CCN=Cc2ccc(N(C)C)cc2)CCOC(C)(C)C1 (centres undefined)	0.5	1105	0.5%	x	3%	x	1.2%	x	17%	x
CCOC(=O)c1sc2cc([N+](=O)[O-])cc(SCC(=O)OC)c2c1N	0.65	871	-1.6%	0.9	17%	-21%	-0.1%	-63%	13%	2.3%
O=C1NC(=O)N(Cc2ccccc2)C1=O	x	x	4.1%	x	-12%	x	-0.1%	x	4%	x
COc1cc(/C=C2\SC(=O)N(CC(=O)Nc3ccc(C)cc3)C2=O)cc(Cl)c1OCC(=O)O	x	x	3.2%	x	-1%	x	1.5%	x	7%	x
Cc1nnsc1C(=O)NC1CCCc2c1cnn2-c1cc(F)cc(F)c1 (centres undefined)	x	x	-0.5%	x	8%	x	-1.1%	x	8%	x
CC1CCCN(c2nc3nonc3nc2N2CCCC(C)C2)C1 (centres undefined)	-0.83	1058	-1.5%	1	0%	-5%	-0.6%	0%	3%	-0.6%
COC(C[C@H]1O[C@@H]1[C@H](O)COCc1ccccc1)OC	0.27	807	0.1%	x	1%	x	-0.2%	x	x	x
COC(=O)CC1Oc2ccccc2N(Cc2ccc(C)cc2)C1=O (centres undefined)	0.48	1234	0.6%	1.1	2%	16%	-0.2%	16%	-3%	-1.5%
COc1ccc(-n2nc(C(=O)NCC(=O)N(C)Cc3ccccc3)c3ccccc3c2=O)c(OC)c1	x	x	2.1%	x	-2%	x	0.2%	x	10%	x
O=C(Cn1cnc2ccccc2c1=O)Nc1nc2ccccc2s1	x	x	1.1%	1	7%	-4%	-0.6%	-9%	5%	0.3%
C/C(Cn1ncc(N2CCOCC2)c(Cl)c1=O)=N\O	x	x	1.5%	x	5%	x	-0.3%	x	6%	x
COc1ccccc1CN1CCC(n2nccc2NC(=O)c2ccccc2Cl)CC1	x	x	0.1%	x	-10%	x	-1.0%	x	12%	x
CCC(C)NS(=O)(=O)c1ccc(OCC(=O)NCc2ccco2)cc1 (centres undefined)	0.79	1039	1.2%	1.1	10%	13%	-0.9%	6%	4%	1.9%
Fc1ccc2c(c1)C(c1ccncc1)=NNC(c1cccnc1)=N2	-0.04	1165	1.1%	1.1	-3%	11%	0.5%	13%	1%	1.6%
SMILES	Ins promoter up	Ins promoter up cell count	RSV CPE inhibition	TNAP activators	Salmonella PhoP GFP	human PMI inhibition	West Nile antiviral	human PMI inhibitors	Large T inhibition	ER stress rescue
CN(c1ccccc1)S(=O)(=O)c1cccc(NC(=O)c2cc(=O)c3ccccc3o2)c1	-0.43	1256	3.7%	1	9%	-4%	-0.5%	-10%	7%	0.9%
CCc1ccc(N(C(=O)Cc2cccs2)C(C(=O)NC2CCCCC2)c2cn(C)nc2C)cc1 (centres undefined)	x	x	-0.8%	0.9	-2%	-2%	-0.7%	5%	3%	2.2%
Cc1cc2cc(CN(Cc3ccco3)C(=O)C3CCCCC3)c(=O)[nH]c2cc1C	-0.54	1573	-0.5%	1.1	-6%	1%	-0.4%	-5%	1%	0.5%
COCCn1c(SCC(=O)/C=C2\N(C)c3ccccc3C2(C)C)nnc1-c1ccncc1	-0.3	1271	5.0%	1.1	2%	-30%	-1.6%	-43%	4%	-0.5%
CCOc1ccc(S(=O)(=O)Nc2ccc(S(=O)(=O)N3CCCCC3)cc2)cc1	0.59	1369	-1.1%	1	11%	20%	-0.4%	21%	6%	-0.7%
CCOC(=O)c1cccc(NC(=O)CCc2nnc3ccc(N4CCOCC4)nn23)c1	x	x	3.5%	x	4%	x	0.4%	x	11%	x
CC1CCN(CCc2nc3cc(NC(=O)C(C)C)ccc3n2C)CC1	x	x	0.3%	x	4%	x	-0.4%	x	6%	x
Cc1ccc(F)cc1NC(=O)CSc1ncccn1	-0.61	1387	3.7%	1.1	-3%	-6%	-0.8%	-2%	10%	-0.5%
Cc1ccc(-n2c(SCC(=O)NCC3CCCO3)nnc2-c2ccoc2C)cc1 (centres undefined)	-1.6	1045	3.0%	1.2	-4%	1%	-0.6%	4%	9%	-0.9%
O=C(c1ccccc1Cl)N1CCNCC1	x	x	-0.2%	1.1	-14%	-1%	x	-4%	5%	-1.0%
O=C(CN(Cc1ccccc1)S(=O)(=O)c1ccc(S(=O)(=O)N2CCOCC2)cc1)Nc1ccccc1	x	x	1.1%	1	2%	-5%	2.9%	-10%	3%	-1.7%
Nc1nonc1-c1nc2ccccc2n1CC(=O)N/N=C/c1ccc(-c2ccccc2C(=O)O)o1	0.87	1573	1.0%	1.1	5%	-45%	1.3%	-33%	14%	-2.0%
O=C(NCCc1ccccc1)NC1CCCCC1	-0.63	1319	1.5%	1.1	14%	16%	-0.2%	6%	20%	-3.4%
Cn1c(=O)c2c(nc(SCC(=O)NCc3ccc4c(c3)OCO4)n2Cc2ccccc2)n(C)c1=O	-0.55	1879	-1.7%	1.1	-3%	8%	0.2%	4%	2%	-2.3%
COc1ccccc1S(=O)(=O)Nc1ccc2cn[nH]c2c1	-0.03	1394	2.9%	1.1	-7%	-3%	-0.9%	8%	8%	-0.6%
Cc1ccc(-c2nc(SCC(=O)NCC3CCCO3)c(-c3ccc(Cl)cc3)[nH]2)cc1 (centres undefined)	-0.14	1345	3.3%	1	1%	8%	-0.3%	10%	3%	-2.3%
COc1ccc(C(=O)CSc2nnc(C3CCCCC3)n2N)c(OC)c1	-0.27	1175	1.7%	1.1	-1%	4%	0.4%	4%	10%	x
Cc1cc(C)n2nc(SCCCC(=O)c3ccc(F)cc3)nc2n1	-0.12	1419	3.2%	1.1	-4%	-5%	0.1%	-1%	8%	-0.5%
COCC(=O)Nc1ccc(S(=O)(=O)NCCc2ccccc2)cc1	0.15	1161	u	1.1	-8%	-3%	-0.9%	-8%	6%	2.2%
CNC(=O)c1c[nH]n2c(=O)c(Cc3ccccc3F)c(C)nc12	1.6	1078	-0.5%	1.1	0%	3%	-0.1%	3%	2%	1.8%
CC(C)(C)OC(=O)NCCc1nnc(SCC(=O)Nc2cccc(Cl)c2)o1	0.09	1641	-1.2%	1.2	0%	7%	0.4%	4%	2%	-1.5%
CCOC(=O)/C(=C/Nc1ccccc1)[N+](=O)[O-]	0.04	1581	1.5%	1.1	-5%	0%	0.0%	-1%	-4%	-1.1%
COc1ccccc1N1CCN(C(=O)c2ccc3[nH]c(C)c(C)c3c2)CC1	x	x	6.1%	x	-6%	x	0.9%	x	9%	x
COc1ccccc1OCC(=O)Nc1ccc(N2CCCCC2)cc1	0.24	1394	13%	1.1	2%	12%	-0.8%	11%	17%	0.0%
CCN(CCCNC(=O)CCCN1C(=O)COc2ccc(C)cc21)c1cccc(C)c1	-0.41	1121	-2.8%	1.1	3%	17%	0.2%	26%	25%	0.1%
SMILES	Ins promoter up	Ins promoter up cell count	RSV CPE inhibition	TNAP activators	Salmonella PhoP GFP	human PMI inhibition	West Nile antiviral	human PMI inhibitors	Large T inhibition	ER stress rescue
OCCN(CCO)c1nc(-c2ccccc2)nc2c1oc1ccccc12	-0.11	1288	1.7%	1.1	-14%	3%	0.1%	1%	6%	-0.1%
O=C(CC1C(=O)NCCN1Cc1cccc(F)c1)NC1CCCCCC1 (centres undefined)	x	x	1.2%	x	-4%	x	-0.4%	x	3%	x
CN(C)S(=O)(=O)c1ccc(N2CCCC2)c(C(=O)Nc2ccccc2N2CCOCC2)c1	-0.58	1240	x	1.1	x	1%	x	-7%	x	-2.9%
O=C(Nc1ccc(S(=O)(=O)N2CCc3ccccc32)cc1)C(F)(F)F	x	x	3.6%	x	-3%	x	1.6%	x	6%	x
Cc1cc2c(C)nc3ccccc3c2o1	x	x	4.5%	1.1	8%	-1%	0.2%	4%	3%	-6.1%
CCn1c(=O)n(CC)c2cc(N3CCCC3)c(NC(=O)c3cccc(C)c3)cc21	x	x	11%	x	8%	x	0.9%	x	31%	x
Cc1c(C(=O)N2CCN(Cc3ccc4c(c3)OCO4)CC2)sc2ncnc(N3CCN(c4ccccc4F)CC3)c12	x	x	11%	x	1%	x	0.1%	x	4%	x
Cc1nnc(SCC(=O)Nc2ccc(O)cc2)c2ccccc12	x	x	2.3%	x	3%	x	-1.0%	x	24%	x
CNC(=S)NNC(=O)c1sccc1OCc1cccc(C(F)(F)F)c1	1	1370	0.0%	1.1	8%	-20%	-1.0%	-11%	13%	-0.2%
COC(=O)[C@@H]1C[C@@]2(O)[C@H](O)[C@H](O)[C@H](O)C[C@H]2N1Cc1cc(F)ccc1F	0.39	927	0.1%	x	0%	x	0.1%	x	0%	x
Cc1cc(C)c(NC(=S)N2CCCC2C(=O)O)c(C)c1 (centres undefined)	-0.62	1447	0.3%	1.1	12%	14%	0.3%	7%	4%	-1.0%

A different layout for part of the listing above:
SMILES | Ins promoter up | Ins promoter up cell count | RSV CPE inhibition | TNAP activators | Salmonella PhoP GFP | human PMI inhibition | West Nile antiviral | human PMI inhibitors | Large T inhibition | ER stress rescue
CN(C)S(=O)(=O)c1ccc(N2CCCC2)c(C(=O)Nc2ccccc2N2CCOCC2)c1 | -0.58 | 1240 | x | 1.1 | x | 1% | x | -7% | x | -2.9%
O=C(Nc1ccc(S(=O)(=O)N2CCc3ccccc32)cc1)C(F)(F)F | x | x | 3.6% | x | -3% | x | 1.6% | x | 6% | x

From PubChem BioAssay
